Source: PubChem (several laboratories)
BoNT-F LC inh: BoNT/F light chain protease inhibitors, primary screen, biochemical, flow cytometry, MLPCN library; inhibition, % at 10 µM; Multiplex microsphere protease cleavage assay; actives 0.22% (n = 360,000); Botulinum neurotoxin type F light chain protease (Clostridium botulinum); in the data active means inhibition above about 35%, passing the limit was not always enough; inconclusive means no clear call, values can overlap the other calls; further: plate controls were buffer without enzyme for full effect and enzyme alone for no effect
MazEF act: activators of E. coli MazEF toxin-antitoxin RNase, primary screen, biochemical, fluorescence, uHTS | Endoribonuclease toxin MazF (Escherichia coli (strain K12)), P0AE70 | FAM/BHQ RNA-DNA oligo cleavage fluorescence, 5 h | activation, % at 20 µM | actives 0.32% (n = 350,000) | AID 504720, 2011; in the data active means activation above about 50%
Target sequence (P0AE70 whole entry, looked up): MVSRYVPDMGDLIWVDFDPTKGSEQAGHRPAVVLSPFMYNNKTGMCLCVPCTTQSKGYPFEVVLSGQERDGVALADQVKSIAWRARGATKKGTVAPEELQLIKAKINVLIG
Mtb UGM inh: M. tuberculosis UGM enzyme inhibitors, primary screen, biochemical, fluorescence polarization, single point | purified UGM, fluorescence polarization probe displacement | UDP-galactopyranose mutase (Mycobacterium tuberculosis (strain ATCC 25618 / H37Rv)), … | actives 0.06% (n = 320,000) | inhibition, % at 10 µM; in the data active means inhibition above about 10%, passing the limit was not always enough; inconclusive means no clear call, values can overlap the other calls
Target sequence (P9WIQ1 whole entry, looked up): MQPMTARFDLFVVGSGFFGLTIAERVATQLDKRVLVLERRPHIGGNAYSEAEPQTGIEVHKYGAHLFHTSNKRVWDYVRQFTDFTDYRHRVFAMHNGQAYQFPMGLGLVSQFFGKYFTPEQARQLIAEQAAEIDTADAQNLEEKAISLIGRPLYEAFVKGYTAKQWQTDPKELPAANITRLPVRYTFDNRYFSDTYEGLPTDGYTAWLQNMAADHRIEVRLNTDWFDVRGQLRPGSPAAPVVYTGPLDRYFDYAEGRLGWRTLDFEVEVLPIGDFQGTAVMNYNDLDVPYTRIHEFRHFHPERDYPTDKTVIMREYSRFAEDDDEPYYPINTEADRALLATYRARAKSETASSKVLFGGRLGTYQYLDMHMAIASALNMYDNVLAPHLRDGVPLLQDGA
Rv3671c inh: Rv3671c serine protease inhibitors, primary screen, biochemical, fluorescence polarization, M. tuberculosis H37Rv; P9WHR9; inhibition, % at 5.96 µM; actives 0.048% (n = 320,000); in the data active means inhibition above about 38%;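 further: extracellular domain of Rv3671c used as enzyme; 0% = enzyme with DMSO and 100% = no enzyme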
PrPC surface inh: inhibitors of human cell surface prion protein PrPC, primary screen, cell-based, TR-FRET; Major prion protein (Homo sapiens), P04156; TR-FRET read-out; inhibition, % at 13.8 µM; actives 0.43% (n = 370,000); AID 720596, 2013; in the data active means inhibition above about 24%; further: 0% = median of the test wells and 100% = reference compound wells
GDH-TPI inh: GDH-TPI coupling enzyme inhibitors, primary screen, artefact control for M. tuberculosis FBA inhibitor project, biochemical, absorbance, full deck | inhibition, % at 4.8 µM | GDH-TPI coupled enzyme counterscreen, NADH absorbance | actives 1.2% (n = 360,000); in the data active means inhibition above about 30%;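 further: 0% = DMSO wells and 100% = wells lacking the enzyme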
Mtb FBA inh: Mtb FBA enzyme inhibitors, primary screen, biochemical, fluorescence, strain H37Rv; purified M. tuberculosis FBA, fluorescence read-out; inhibition, % at 1 µM; actives 2.3% (n = 360,000); AID 588726, 2011; in the data active means inhibition above about 27%;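 further: 0% = vehicle and 100% = reference inhibitor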
Target sequence (P9WQA3 whole entry, looked up): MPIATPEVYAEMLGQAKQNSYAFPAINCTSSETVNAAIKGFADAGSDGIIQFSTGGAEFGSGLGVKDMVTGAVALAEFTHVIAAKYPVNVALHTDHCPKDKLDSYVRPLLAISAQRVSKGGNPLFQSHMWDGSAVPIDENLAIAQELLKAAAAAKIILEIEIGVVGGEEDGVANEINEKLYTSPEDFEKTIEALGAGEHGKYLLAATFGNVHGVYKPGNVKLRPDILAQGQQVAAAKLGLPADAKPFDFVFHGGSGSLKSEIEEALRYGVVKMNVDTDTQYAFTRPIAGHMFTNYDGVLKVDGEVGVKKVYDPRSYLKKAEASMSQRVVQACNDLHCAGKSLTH
FadD28 binding: inhibitors of FadD28 bisubstrate probe binding, primary screen, biochemical, fluorescence polarization, single point | Mycobacterium tuberculosis FadD28 fatty-acid-AMP ligase | actives 0.22% (n = 360,000) | AID 588549, 2011 | inhibition, % at 12.5 µM; in the data active means inhibition above about 8.5%, passing the limit was not always enough; inconclusive means no clear call, values can overlap the other calls
Mtb BioA inh: M. tuberculosis BioA enzyme inhibitors, primary screen, biochemical, plate reader, single point, HTS; 7,8-diaminopelargonic acid synthase BioA (Mycobacterium tuberculosis); inhibition, % at 9.99 µM; actives 0.096% (n = 360,000); purified M. tuberculosis BioA enzyme; in the data active means inhibition above about 40%; inconclusive means no clear call, values can overlap the other calls
* hit, by the source's call; ? = inconclusive; . = no result given. Compounds as they come, and some 4.8% of all compounds hit somewhere here.

mol	BoNT-F LC inh	FadD28 binding	GDH-TPI inh	Mtb UGM inh	PrPC surface inh	MazEF act	Rv3671c inh	Mtb FBA inh	Mtb BioA inh
O=S(=O)(c1cccc(-c2csc(-c3ccccc3)n2)c1)N1CCOCC1	-1.9	-5.8	-11.6	-1.6	0.4	-17.0	-7.5	1.0	-3.3
COc1ccc(C2CC(c3cccc(Cl)c3)n3nc(N)nc3N2)cc1 (stereo not given)	-4.6	-0.2	-5.9	-0.8	-4.7	5.8	6.3	18.1	-4.0
Oc1ccccc1C1=Nc2ncnn2C(c2ccccc2)C1 (stereo not given)	-3.6	0.1	35.0*	0.7	-3.6	-0.3	7.7	3.2	0.8
CC(=O)c1ccc(NC(=O)COC(=O)c2c[nH]c3ccccc23)cc1	-2.4	-0.3	5.7	0.6	1.4	3.9	-12.2	-1.2	1.6
Cc1cc(C)cc(OCc2nnc(SCC(=O)OC3CCCCC3)o2)c1	6.8	-0.3	5.8	-1.8	-2.7	-7.6	4.5	3.1	0.7
CC1CN(S(=O)(=O)c2ccc(NC(=O)CCN3C(=O)c4ccccc4C3=O)cc2)CC(C)O1 (stereo not given)	-3.3	-1.7	-2.2	4.4	-0.6	13.3	-20.6	1.6	-0.9
N#Cc1cccc(NC(=O)C2SC(=Nc3ccccc3)C(C(=O)N3CCOCC3)=C2N)c1 (stereo not given)	-3.0	-0.5	13.7	0.6	-3.6	-3.6	-5.8	-3.1	.
COC(=O)c1ccc(CSc2nc3ccc(S(=O)(=O)N4CCOCC4)cc3[nH]2)cc1	-5.5	-3.8	-3.3	-0.2	-0.5	4.3	-10.2	1.7	.
O=S(=O)(NC1CCCC1)c1cc(F)ccc1F	.	-2.1	4.2	-0.1	-2.8	2.7	0.7	3.1	-0.4
COC(=O)C(=O)N1CC2(C)CNCC(C)(C1)C2=O	-4.9	0.6	-1.3	-2.1	-1.4	-1.9	4.8	1.4	-1.8
CCn1nc(C)cc1C(=O)N1CCCC(CCC(=O)NCc2ccccc2F)C1 (stereo not given)	-9.5	-2.7	8.5	0.6	-0.8	0.7	3.1	3.7	-1.8
Nc1cccc(-c2nc3ccc(C(=O)c4ccccc4)cc3[nH]2)c1	-7.9	-0.2	16.3	-1.0	18.1	8.4	2.0	1.8	3.5
COc1ccc(NC(=O)c2cc(C3CCCCN3S(=O)(=O)Cc3ccccc3)on2)c(C)c1 (stereo not given)	2.0	-3.6	8.0	.	2.2	.	.	-2.5	3.5
Cc1ccc(SCC(=O)OCC(=O)NCCC2=CCCCC2)cc1	9.4	-3.0	2.8	4.0	5.9	-17.3	-1.2	-0.8	-0.9
CCOc1ccc(CCNC(=O)CCn2nc(C)c3c(C)n(-c4ccccc4)nc3c2=O)cc1	5.1	-5.1	-2.7	-0.8	5.9	10.3	-0.1	-5.2	2.8
COC(=O)c1ccccc1NC(=O)C1CC(=O)N(c2ccccc2)C1 (stereo not given)	-1.7	0.6	2.1	0.7	5.6	9.5	-10.3	3.1	.
O=c1cc(-c2cccc(F)c2)oc2ccccc12	-3.0	-2.6	9.4	.	7.7	-3.3	.	-1.7	1.5
Cn1c(=O)c2ccccc2n(Cc2ccccc2F)c1=O	0.7	.	-3.7	0.4	7.8	6.3	3.3	-0.1	4.5
CC(=O)Nc1ccc(S(=O)(=O)NCC(=O)OCc2ccccc2)cc1	-17.9	-1.1	-5.2	-1.9	1.2	3.0	3.1	3.3	-2.0
CCCCN(C)C(=O)C1CCN(Cc2cccc(OCc3ccccc3)c2)CC1	?	-3.5	-1.4	-0.9	-9.5	-10.7	1.1	-4.4	0.1
O=C(N/N=C\c1cc2c(cc1Cl)OCO2)c1ccc(Br)s1	1.9	-1.7	-1.8	0.5	4.6	-68.3	-4.5	8.6	0.4
CCOC(=O)c1[nH]c2ccc(OC)cc2c1NC(=O)CCN1CCC(C)CC1	.	.	.	-2.7	-8.2	2.4	-2.7	.	.
C=C(C)CN(CC)C(=O)CC1C(=O)NCCN1CC(C)(C)C (stereo not given)	-3.1	0.2	-11.4	1.1	4.3	-0.2	10.8	3.0	.
Cc1cc(C(=O)CSc2nnnn2-c2ccc(O)cc2)c(C)n1C	1.1	-4.8	-1.9	-2.8	5.3	-0.1	-5.6	0.7	.
CC(=O)c1ccccc1NC(=O)COC(=O)/C=C/c1ccc(C)o1	-2.8	-2.6	23.2	-0.4	-2.9	-7.6	-0.8	-1.5	-0.8
COc1ccc(S(=O)(=O)N(C)CC(=O)NCCCN2CCOCC2)cc1Cl	12.4	1.2	0.0	-1.7	-4.4	2.0	-7.5	5.7	0.4
N/C(=N\OC(=O)C1CCCCC1)c1ccccn1	-3.6	-0.4	-1.2	-1.9	5.2	3.5	0.8	4.0	-0.8
Cc1nnc(Oc2ccc([N+](=O)[O-])cc2)c2ccccc12	22.5	-2.3	3.0	-2.1	0.4	8.0	.	1.4	-0.1
COc1cc2nc(NCC3CCCO3)n3nc(-c4cccnc4)nc3c2cc1OC (stereo not given)	1.6	-4.6	-3.0	-0.9	1.3	-6.2	5.3	0.2	.
COc1ccccc1NC(=O)CN(C)S(=O)(=O)c1ccc(F)cc1	12.8	-3.8	-1.5	0.4	7.7	3.3	0.2	-2.4	-2.3

Continued, starting with the last three of the part before.
mol	BoNT-F LC inh	FadD28 binding	GDH-TPI inh	Mtb UGM inh	PrPC surface inh	MazEF act	Rv3671c inh	Mtb FBA inh	Mtb BioA inh
Cc1nnc(Oc2ccc([N+](=O)[O-])cc2)c2ccccc12	22.5	-2.3	3.0	-2.1	0.4	8.0	.	1.4	-0.1
COc1cc2nc(NCC3CCCO3)n3nc(-c4cccnc4)nc3c2cc1OC (stereo not given)	1.6	-4.6	-3.0	-0.9	1.3	-6.2	5.3	0.2	.
COc1ccccc1NC(=O)CN(C)S(=O)(=O)c1ccc(F)cc1	12.8	-3.8	-1.5	0.4	7.7	3.3	0.2	-2.4	-2.3
CCOC(=O)c1cc2c(nc1NC(=S)Nc1ccccc1)CC(C)(C)OC2	-3.1	-0.1	4.3	2.9	10.3	-4.7	-6.0	-0.9	.
Cc1ccc(C(=O)NC(=S)N2CCCCCC2)cc1	-3.5	-3.2	0.3	0.9	7.4	1.7	4.2	0.5	0.6
CC1=NC(Nc2nc(C)c3ccccc3n2)=NC(C)(C)C1	-8.2	-5.4	-0.6	-1.7	7.5	7.0	-1.5	0.6	0.8
CCN(CC)S(=O)(=O)c1ccc(NCC2COc3ccccc3O2)c([N+](=O)[O-])c1 (stereo not given)	-5.4	-0.7	1.9	0.0	-8.6	-9.1	-8.3	-4.5	.
COc1ccc(/C=C(\C#N)C(=O)OCC(=O)NC2CC2)cc1	2.0	-2.0	17.6	0.5	1.9	-23.9	-4.1	0.5	.
CN1CCN(Cc2nc3cc(NC(=O)COc4ccc([N+](=O)[O-])cc4)ccc3n2C)CC1	4.1	-3.9	0.0	-1.1	-19.3	10.7	-15.2	-2.0	-0.9
O=C(Nc1cccc2ccccc12)N(CCO)C1CCS(=O)(=O)C1 (stereo not given)	7.9	-1.1	3.5	2.2	7.8	-36.4	3.4	61.1*	-2.6
COCCCNC(=O)[C@H](Cc1ccccc1)NC(=O)CC[C@H]1O[C@@H](n2ccc(=O)[nH]c2=O)[C@H](O)[C@@H]1O	1.3	0.6	.	.	6.3	.	.	2.1	-1.9
CCOc1ccc(CCNC(=O)C(C)n2nc(C)n3c(cc4occc43)c2=O)cc1OCC (stereo not given)	1.1	-0.6	7.6	0.8	-2.7	0.3	6.0	1.6	1.3
CCCNC(=S)NC1CC2CCCC(C1)N2Cc1ccc(F)cc1 (stereo not given)	?	-3.3	-5.6	-0.4	-10.4	9.0	0.0	1.2	3.8
Cc1ccn2cc(-c3ccc(Br)cc3)nc2c1	0.5	0.3	24.1	0.5	7.5	3.6	-1.3	14.4	-0.5
COc1ccc([C@H]2CC(=O)C=C(c3ccccc3OC)C2)cc1OC	-1.5	-2.9	12.1	-0.3	6.3	5.1	3.5	-1.2	4.1
O=c1c(Cl)c(O)c2cccc3c4ccccc4n1c23	-1.2	1.7	15.3	-0.7	22.8	2.5	3.0	85.5*	.
CC(C)c1onc(C(=O)Nc2cccc(Cl)c2)c1[N+](=O)[O-]	-0.5	-0.3	8.6	1.7	2.5	0.5	-4.0	2.4	.
Cc1ccc(S(=O)(=O)NN=C2CC3CC2C2CCCC32)cc1 (stereo not given)	-0.2	-1.9	12.0	.	4.3	3.0	.	1.4	.
O=C(O)c1ccc(OCCn2ccnc2)cc1	-7.3	-1.7	6.3	2.1	-5.5	-0.9	6.8	2.3	-1.3
CCN(CC)CCN1C(=O)C(=O)/C(=C(/O)c2ccc(S(=O)(=O)N3CCOCC3)cc2)C1c1ccc(C)cc1 (stereo not given)	-25.8	1.4	-3.0	-6.1	-6.0	4.3	-1.4	4.7	.
O=C(CSc1n[nH]c(=O)n1Cc1ccco1)c1ccc2c(c1)OCCO2	-14.3	-1.1	4.4	-0.9	1.1	-11.4	-2.8	0.5	8.7
O=C(Nc1nnc(SCc2ccc(F)cc2)s1)C1Cc2ccccc2CN1C(=O)c1ccco1 (stereo not given)	-8.2	1.8	14.1	-0.6	4.3	-7.3	-17.1	-1.0	-4.2
CCNC(=O)CCSc1nc(C)cc(C)n1	-4.0	-1.2	-1.8	2.3	4.7	4.9	-0.6	-0.9	.
COc1ccc(NC(=O)CN2C(=O)C(c3ccccc3)=NC23CCCCCC3)cc1OC	-0.7	-2.4	-0.8	-0.3	8.0	1.5	0.8	4.4	.
COC(=O)c1cc(NC(=O)CC(=O)c2cccc(N)c2)cc(C(=O)OC)c1	-2.5	-3.8	5.3	.	5.7	12.4	.	3.6	-0.2
Nn1c(SCC(=O)N2CCCCCC2)nnc1-c1ccncc1	22.0	-1.0	-11.2	-2.9	7.8	-5.7	-8.9	0.7	-1.3
Cc1ccc(NC(=O)COC(=O)C2COc3ccccc3O2)cc1 (stereo not given)	3.1	0.7	4.6	1.0	-8.0	9.1	1.2	1.7	-7.6
CCCCC(=O)Nc1ccc(C(=O)NCCc2ccc(S(N)(=O)=O)cc2)cc1	-2.6	-0.1	-1.0	-1.9	3.8	0.9	-3.0	2.3	.
Cc1nn(C)c(C(=O)N/N=C/c2cccnc2)c1Br	-1.8	-0.2	2.4	2.0	2.0	-10.9	-8.7	3.0	30.5
Cc1cc2nc(-c3ccc(F)cc3)c(Cc3ccccc3)n2c(C)c1Br	3.5	-1.1	.	.	9.4	.	.	2.2	-2.7
CCC(C)c1ccc(OCCn2cc(/C=N/NC(=O)CSc3nnc(C)s3)c3ccccc32)cc1 (stereo not given)	-32.7	-2.9	17.4	2.4	5.4	-6.7	-1.0	-5.1	-0.8
CCN1C(=O)/C(=C/c2nc3ccccc3c(=O)n2-c2ccc(C)cc2)c2ccccc21	-3.1	0.2	3.3	-0.3	-4.7	16.2	-3.0	0.6	.
CCCCOc1ccc(C(=O)NCC2(c3ccc(OC)cc3)CCOCC2)cc1	-6.1	-0.4	7.6	4.0	0.7	-11.2	-5.2	-1.1	.
CCN(CC(=O)Nc1ccc(C(=O)OC)cc1)Cc1ccccc1	-1.0	-0.3	9.8	-2.1	2.0	7.1	-10.8	2.9	-1.7
